BioA inh: M. tuberculosis BioA enzyme inhibitors, primary screen, biochemical, plate reader, single point, HTS. 7,8-diaminopelargonic acid synthase BioA (Mycobacterium tuberculosis). 360,000 tested, 0.096% active. AID 602481, 2012. inhibition, % at 9.99 µM. purified M. tuberculosis BioA enzyme; in the data active = inhibition above about 40%; inconclusive = no clear call, values can overlap the other calls
GDH-TPI inh: GDH-TPI coupling enzyme inhibitors, primary screen, artefact control for M. tuberculosis FBA inhibitor project, biochemical, absorbance, full deck. GDH-TPI coupled enzyme counterscreen, NADH absorbance. inhibition, % at 4.8 µM. 360,000 tested, 1.2% active; in the data active = inhibition above about 30%;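 note: 0% = DMSO wells and 100% = wells lacking the enzyme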
Mtb UGM inh: M. tuberculosis UGM enzyme inhibitors, primary screen, biochemical, fluorescence polarization, single point | AID 504406, 2011 | 320,000 tested, 0.06% active | inhibition, % at 10 µM | purified UGM, fluorescence polarization probe displacement | UDP-galactopyranose mutase (Mycobacterium tuberculosis (strain ATCC 25618 / H37Rv)), …; in the data active = inhibition above about 10%, passing the limit was not always enough; inconclusive = no clear call, values can overlap the other calls
Target sequence (P9WIQ1 whole entry, looked up): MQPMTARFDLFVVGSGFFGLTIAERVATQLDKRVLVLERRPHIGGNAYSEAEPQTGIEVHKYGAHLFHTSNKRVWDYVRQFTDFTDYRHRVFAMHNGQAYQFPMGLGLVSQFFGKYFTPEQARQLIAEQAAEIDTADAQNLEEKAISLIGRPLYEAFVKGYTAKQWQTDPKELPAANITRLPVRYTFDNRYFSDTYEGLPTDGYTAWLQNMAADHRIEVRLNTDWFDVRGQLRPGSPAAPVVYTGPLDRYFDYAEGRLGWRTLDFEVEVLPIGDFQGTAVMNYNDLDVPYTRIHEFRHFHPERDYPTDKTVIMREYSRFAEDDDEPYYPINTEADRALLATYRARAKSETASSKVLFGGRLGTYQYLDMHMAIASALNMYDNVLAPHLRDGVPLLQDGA
FadD28 FP inh: inhibitors of FadD28 bisubstrate probe binding, primary screen, biochemical, fluorescence polarization, single point. AID 588549, 2011. 360,000 tested, 0.22% active. Mycobacterium tuberculosis FadD28 fatty-acid-AMP ligase. inhibition, % at 12.5 µM; in the data active = inhibition above about 8.5%, passing the limit was not always enough; inconclusive = no clear call, values can overlap the other calls
PfHsp40 yeast: rescue of yeast from PfHsp40 toxicity, primary screen, S. cerevisiae, ATP luminescence. S. cerevisiae expressing PfHsp40, growth rescue. growth rescue, % at 12.5 µM. 340,000 tested, 0.68% active. AID 504582, 2011; in the data active = growth rescue above about 28%, passing the limit was not always enough; inconclusive = no clear call, values can overlap the other calls;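 note: yeast W303a lacking pdr1 and pdr3 grown in galactose medium; growth measured after three days at 30 °C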
BoNT A protease: BoNT/A light chain protease inhibitors, primary screen, biochemical, flow cytometry, MLPCN library; Botulinum neurotoxin type A light chain protease (Clostridium botulinum A str. ATCC 3502); multiplex microsphere protease substrate cleavage; 360,000 tested, 0.17% active; inhibition, % at 10 µM; note: plate controls were buffer without enzyme for full effect and enzyme alone for no effect
Anthrax LF prot: Bacillus anthracis LF protease inhibitors, primary screen, biochemical, multiplex microsphere, MLPCN library. Lethal factor (Bacillus anthracis), P15917. multiplex microsphere protease cleavage assay. inhibition, % at 10 µM. 360,000 tested, 0.12% active; note: plate controls were buffer without enzyme for full effect and enzyme alone for no effect
BoNT-F LC inh: BoNT/F light chain protease inhibitors, primary screen, biochemical, flow cytometry, MLPCN library; Multiplex microsphere protease cleavage assay; inhibition, % at 10 µM; 360,000 tested, 0.22% active; AID 588497, 2011; in the data active = inhibition above about 35%, passing the limit was not always enough; inconclusive = no clear call, values can overlap the other calls; note: plate controls were buffer without enzyme for full effect and enzyme alone for no effect
FBA Mtb inh: Mtb FBA enzyme inhibitors, primary screen, biochemical, fluorescence, strain H37Rv. inhibition, % at 1 µM. 360,000 tested, 2.3% active. AID 588726, 2011. purified M. tuberculosis FBA, fluorescence read-out. Fructose-bisphosphate aldolase (Mycobacterium tuberculosis (strain ATCC 25618 / H37Rv)), …; in the data active = inhibition above about 27%;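 note: 0% = vehicle and 100% = reference inhibitor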
Target sequence (P9WQA3 whole entry, looked up): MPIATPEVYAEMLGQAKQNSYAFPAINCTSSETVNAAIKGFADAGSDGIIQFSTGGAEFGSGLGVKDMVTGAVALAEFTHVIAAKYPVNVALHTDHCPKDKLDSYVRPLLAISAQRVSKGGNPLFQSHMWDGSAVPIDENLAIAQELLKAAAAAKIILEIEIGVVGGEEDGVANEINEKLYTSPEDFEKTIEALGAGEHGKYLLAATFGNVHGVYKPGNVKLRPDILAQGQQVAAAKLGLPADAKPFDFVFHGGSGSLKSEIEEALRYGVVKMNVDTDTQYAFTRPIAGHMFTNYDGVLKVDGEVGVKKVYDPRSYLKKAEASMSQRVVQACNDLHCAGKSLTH
* = called active by the depositor; ? = inconclusive; nt = no result given. Cut-off read from the data, not from the text of the source, unless noted: active = inhibition above about 30%; inconclusive = no clear call, values can overlap the other calls; inactive = below that.

SMILES	BioA inh	GDH-TPI inh	Mtb UGM inh	FadD28 FP inh	PfHsp40 yeast	BoNT A protease	Anthrax LF prot	BoNT-F LC inh	FBA Mtb inh
COc1ccc(C(=O)N2CCN(S(=O)(=O)c3ccc(Br)cc3)CC2)cc1	0.3	7	3.5	0.6	-0.3	1.1	5	4	-1
CCOC(=O)CN1C(=O)NC2NC(=O)NC21 (stereo unspecified)	nt	-7	-2.8	-3.2	-0.4	-0.4	-2	-11	3
Cc1[nH]n(-c2ccccc2)c(=O)c1C(c1cccc([N+](=O)[O-])c1O)c1c(C)[nH]n(-c2ccccc2)c1=O	nt	10	0.0	0.1	-1.5	-0.9	-7	-3	-9
CCN1CCN(c2ccc([N+](=O)[O-])cc2C(=O)OC)CC1	-0.9	14	1.7	-1.6	-1.7	-0.2	0	-3	0
COc1cc(OC)cc(C(=O)N2CCCC(Nc3ccc(F)cc3)C2)c1 (stereo unspecified)	6.3	13	1.6	-0.3	0.1	3.2	0	7	0
Cc1cccc(C)c1NC(=O)CNC(=O)c1c(C)nn(C)c1Cl	-1.2	-1	5.3	-1.1	-0.6	0.8	0	0	1
COc1ccc(CN([C@H](C)CO)S(=O)(=O)N(Cc2ccccc2)[C@H](CO)C(C)C)cc1	2.8	6	-0.6	-6.4	1.9	-0.1	-4	-5	-1
N#Cc1ccc(NC(=O)CSc2nc3[nH]c(=O)cc(O)c3s2)cc1	-0.8	6	-1.5	-0.8	-1.4	1.2	-1	0	-2
COc1ccc([N+](=O)[O-])cc1NC(=O)c1ccc(N2C(=O)CCC2=O)cc1	nt	2	3.0	-3.4	-0.8	-0.8	-4	-10	2
CC1CCC(NC(=O)C2COc3ccccc3O2)CC1 (stereo unspecified)	nt	4	4.4	0.5	-1.0	-4.6	-1	2	4
N#CC(C(=O)NCc1ccco1)c1nc2ccccc2nc1N1CCOCC1 (stereo unspecified)	-1.0	7	2.4	-0.6	5.8	0.0	-3	1	1
N#Cc1cn(CC(=O)NCC2CCCO2)c2ccccc12 (stereo unspecified)	nt	1	-1.2	-2.8	-1.0	0.9	1	-1	-2
C/C(=N\NC(=O)c1nnn(-c2nonc2N)c1CN1CCCCCC1)c1ccc(Br)cc1	3.2	8	1.6	-1.1	0.2	0.0	0	-5	1
CCCCn1c(SCC(=O)Nc2ccc(C)c(S(=O)(=O)N3CCOCC3)c2)nnc1C(CC)N(C)C (stereo unspecified)	-0.4	-1	2.0	-1.0	0.4	10	0	0	-1
Cc1ccc(C(=O)N2CCN(Cc3ccc4c(c3)OCO4)CC2)cc1[N+](=O)[O-]	nt	-7	-1.2	-0.7	0.4	0.8	-1	-7	3
Cc1cc(/C=C2\SC(=Nc3ccccc3)NC2=O)c(C)n1-c1ccc(S(N)(=O)=O)cc1	-2.3	20	-5.1	-4.4	2.3	-1.1	2	-14	-4
CC(C)CN1CCC(CN2CCNC(=O)C2=O)CC1	-1.0	4	nt	-3.6	-0.1	-0.8	-6	-5	-1
CCC1SC2=NC(C)=C(C(=O)OCCOC)C(c3ccc(C(=O)OC)cc3)N2C1=O (stereo unspecified)	-0.5	0	-2.1	-3.4	1.3	-0.1	-5	-10	-4
C=CCn1c(SCC(=O)Nc2cc(C)on2)nnc1-c1ccccc1F	5.1	-3	1.5	-3.5	0.2	-0.4	-2	-4	-3
CCN(CC)S(=O)(=O)c1ccc(N/N=C/c2cccnc2)nc1	2.0	73*	-3.6	-0.7	-0.4	0.5	-3	-2	0
Cc1ccc(-c2noc(CN(C)C(=O)Nc3ccc(F)cc3)n2)cc1	nt	-4	-1.6	-4.6	1.1	0.1	0	-7	-2
Cc1cccc2c(CC(=O)Nc3ccccc3)noc12	-0.2	-3	0.9	-4.6	-1.2	-0.8	-1	1	-1
O=C(COC(=O)CCCSc1nc2ccccc2[nH]1)NC(=O)NC1CCCC1	nt	10	2.8	-1.4	1.0	0.7	0	5	0
COc1ccc(CC(=O)OCC(=O)Nc2ncc(Cl)cc2Cl)cc1	-0.1	-6	0.8	-2.6	-0.8	0.7	-1	-5	1
CCNC(=O)c1c(C)[nH]c(C(=O)OCC)c1C	nt	11	0.2	0.0	0.7	-6.5	-2	-7	-1
SMILES	BioA inh	GDH-TPI inh	Mtb UGM inh	FadD28 FP inh	PfHsp40 yeast	BoNT A protease	Anthrax LF prot	BoNT-F LC inh	FBA Mtb inh
Nn1c(SCC(=O)N2CCCC2=O)nnc1-c1cccs1	nt	0	nt	-2.2	1.2	nt	nt	nt	0
COc1ccccc1C(CCN(Cc1cccs1)C(C)=O)c1ccco1 (stereo unspecified)	-1.0	1	0.2	-0.3	-0.3	0.6	-1	-16	-4
O=C(Nc1ncccn1)c1ccc(C(F)(F)F)cc1	nt	-1	-0.3	-0.1	0.2	0.2	0	-8	0
CC(=O)Oc1ccccc1C1=NN(C(C)=O)C(c2ccccc2)C1 (stereo unspecified)	nt	9	-1.7	0.0	-0.3	-0.2	0	-9	1
CN1C[C@@H]2[C@@H]3C(=O)N(Cc4ccccc4)C(=O)[C@@H]3[C@](C)(C1=O)N2C(=O)c1ccc(C(C)(C)C)cc1	0.3	-3	nt	-2.5	1.6	0.1	1	-6	0
Cc1cc(C)cc(C(O)c2ncc(-c3cccc(F)c3)[nH]2)c1 (stereo unspecified)	1.5	0	nt	-0.8	nt	-0.1	-5	-8	1
CC(C)Cc1cc(C(=O)NCCN2CCOCC2)no1	1.1	-8	-1.4	-2.5	0.6	-0.3	-3	0	2
Cc1cc(C)nc(NS(=O)(=O)c2ccc(N/C=C/C(=O)c3ccc(Cl)c(Cl)c3)cc2)n1	-0.6	6	-2.6	-2.3	-1.0	-0.2	1	0	5
CC(Sc1nc(N)c(NC(=O)c2ccc(Br)o2)c(=O)[nH]1)C(=O)O (stereo unspecified)	-0.4	5	-0.9	-3.8	-0.8	-0.6	1	-1	-2
O=C(NC1CC1)c1ccc2c(c1)C1C3CCC(C3)C1C(c1ccccc1)N2 (stereo unspecified)	nt	-4	0.5	-1.4	0.3	0.0	-2	-4	-1
O=C(N/N=C/c1ccc(OCc2ccccc2)cc1)c1cc[n+](Cc2ccccc2)cc1	6.9	12	-2.0	-4.5	2.1	-1.0	-5	-11	-2
CCOc1ccccc1NC(=O)C(C)SCc1ccccc1 (stereo unspecified)	3.5	3	2.2	0.3	0.7	-2.7	-1	26	0
O=C(CSc1nc2ccccc2[nH]1)c1ccc2c(c1)OCO2	-0.6	0	2.4	-1.4	1.1	-1.5	-5	-7	3
O=C(Oc1ccccc1)n1c(=S)oc2ccccc21	nt	-4	-2.6	-3.1	-0.3	-0.4	-1	0	1
CC1CCCCC1N=C1NC(C)(C)CS1 (stereo unspecified)	nt	-3	-0.3	-4.0	-1.0	-0.1	-7	-1	0
CC(C)(C)OC(=O)C[C@H]1C/C=C\C[C@@H](CC(=O)N[C@H](CO)Cc2ccccc2)C(=O)NCCOC1=O	-1.6	0	1.0	-4.1	2.2	0.4	-4	3	-1
CC(=O)C1C(=O)NC23CCCCC2C1c1ccccc1O3 (stereo unspecified)	-0.8	2	1.7	-2.5	-1.3	-1.0	-1	-10	1
CC(=O)NCc1nc2ccccc2n1Cc1ccccc1F	2.5	-2	0.1	-1.1	-1.4	-0.8	-2	-10	4
C/C(=N\NC(=O)c1cc(C)oc1C)c1ccc(N2CCOCC2)cc1	nt	15	0.5	-0.3	-0.7	-0.5	-3	0	1
CC1CCC(NC(=O)C2c3ccccc3C(=O)N2CCCN2CCOCC2)CC1 (stereo unspecified)	1.9	0	-0.1	0.3	-0.7	?	-2	-3	-1
C=CCN1C(=O)C(O)(CC(=O)c2ccccn2)c2ccccc21 (stereo unspecified)	nt	-8	-0.7	2.7	1.2	0.0	-5	-4	2
CCN(CC)S(=O)(=O)c1cc(NC(=O)COC(=O)Cn2cnc3ccccc32)ccc1C	nt	-3	1.9	-3.1	-0.1	-0.4	0	-7	10
O=S(=O)(c1cccc(-c2n[nH]c(=S)n2C2CCCC2)c1)N1CCOCC1	nt	-3	0.1	0.0	1.7	-0.6	-1	-3	0
C=CCC1(N(C(C)=O)c2ccccc2)CCCCC1	nt	2	-2.4	-0.2	0.3	0.5	0	0	-2
Cc1ccc2cccc(SCC(=O)NCC#N)c2n1	nt	9	1.5	-2.6	1.0	-5.9	-17	-24	24
SMILES	BioA inh	GDH-TPI inh	Mtb UGM inh	FadD28 FP inh	PfHsp40 yeast	BoNT A protease	Anthrax LF prot	BoNT-F LC inh	FBA Mtb inh
COc1ccc(-c2c3c(nc4sc5c(Cl)nc(C)nc5c24)CCC3)cc1	nt	-4	-2.0	-0.2	-1.9	-0.3	2	-2	0
NC(=O)c1ncn([C@@H]2O[C@H](CNCc3c(OCc4ccccc4F)ccc4ccccc34)[C@@H](O)[C@H]2O)n1	-0.9	-3	nt	0.7	1.2	-0.3	-6	-4	-3
Cc1nnc(NC(=O)CSc2nnc(-c3ccoc3C)n2CC(C)C)s1	-0.2	-1	-0.5	-4.4	1.1	-0.5	-2	-7	2
Cc1ccc2nc(-c3ccc(NC(=O)CCS(=O)(=O)c4ccccc4)cc3)sc2c1	nt	3	-1.3	-3.0	0.9	0.5	2	4	44*
Brc1cccc(OCCN2CCOCC2)c1	-0.3	22	-0.6	-1.2	-2.2	0.1	-7	?	2
COC(=O)/C=C1/S/C(=N/NC(=O)c2ccc(OC)cc2)NC1=O	-1.4	15	0.3	0.2	0.1	0.4	-5	0	5
Cc1ccc(C(=O)Nc2onc(C)c2C#N)cc1	-1.8	9	1.1	-2.2	-0.7	-0.2	-1	13	5
CCC(SC1=NCCS1)C(=O)Nc1nnc(-c2ccccc2OC)s1 (stereo unspecified)	-2.4	-2	-0.9	-2.4	0.5	-0.1	8	-1	0
Cc1ccc(C(NC(=O)N2CCCC2)C(Cl)Cl)cc1F (stereo unspecified)	-2.0	6	0.7	-3.7	0.1	-0.4	1	-2	-3
COc1ccc(NC(=O)CC(C)c2ccccc2)c([N+](=O)[O-])c1 (stereo unspecified)	nt	2	0.3	-0.7	4.0	0.1	-1	2	1
COc1ccc(Oc2c(Cl)cnn(-c3ccc(F)cc3)c2=O)cc1	-0.6	2	-0.6	-1.1	-0.7	-0.7	-3	-10	4
COc1ccc(C(=O)Nc2nccs2)cc1	-0.8	6	-2.3	-2.3	0.5	-3.6	8	?	1
Cc1nc2ncnn2c(C)c1CCC(=O)O	-2.0	-10	-1.1	-3.4	-0.5	0.0	2	0	-4
COc1ccc(C(CNC(=O)c2cc(S(=O)(=O)NCc3ccccc3)ccc2C)N2CCOCC2)cc1 (stereo unspecified)	0.7	14	-3.2	-1.7	1.8	1.6	2	3	4
COc1ccc(-c2nnc(NC(=O)c3ccc(F)cc3)o2)cc1	2.6	13	5.0	-3.7	0.2	-1.4	0	-19	-2
CCOC(=O)[C@H]1[C@H]2COc3ccc(C)cc3[C@@H]2N2C(=O)CN(Cc3ccc(Cl)cc3)C(=O)[C@@]12C	0.1	5	-1.4	-0.9	2.1	-0.4	-4	-3	2

Laid out differently: results already given
Screens in order: BioA inh	GDH-TPI inh	Mtb UGM inh	FadD28 FP inh	PfHsp40 yeast	BoNT A protease	Anthrax LF prot	BoNT-F LC inh	FBA Mtb inh
COc1ccc(C(CNC(=O)c2cc(S(=O)(=O)NCc3ccccc3)ccc2C)N2CCOCC2)cc1 (stereo unspecified)
  0.7	14	-3.2	-1.7	1.8	1.6	2	3	4
COc1ccc(-c2nnc(NC(=O)c3ccc(F)cc3)o2)cc1
  2.6	13	5.0	-3.7	0.2	-1.4	0	-19	-2
CCOC(=O)[C@H]1[C@H]2COc3ccc(C)cc3[C@@H]2N2C(=O)CN(Cc3ccc(Cl)cc3)C(=O)[C@@]12C
  0.1	5	-1.4	-0.9	2.1	-0.4	-4	-3	2
